# E-sel inducer: E-selectin induction in HUVECs, primary screen, imaging, HUVEC, immunofluorescence imaging, single point; P16581; normalized: neutral wells 0, TNF-alpha wells 100; activation, % at 7.58 µM; 0.37% of 260,000 active; AID 686992, 2013;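 active = mean E-selectin-positive cell signal at least 10% of the positive control, reached in at least 60% of replicates, without over 20% cell loss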;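 note: in these data hits start at about 27%; measured in HUVEC primary endothelial cells; signal is the percent of cells scored E-selectin positive by PE staining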
#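 assay system = HUVEC, human umbilical vein endothelial cells | input = 3,000 HUVEC seeded per well | medium = EGM-2 growth medium on 0.1% gelatin-coated wells | dosing = one compound dose added by pin transfer | signal = immunofluorescence imaging | read-out basis = % PE-positive cells | control set = TNF-alpha, DMSO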
# RAD52 anneal inh: RAD52 DNA annealing inhibitors, primary screen, biochemical, FRET, single point, set 2. DNA repair protein RAD52 homolog (Homo sapiens), P43351. recombinant RAD52 DNA annealing, FRET fluorescence. inhibition, % at 18.7 µM. 0.46% of 360,000 active. AID 651710, 2012;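 active = every replicate showing at least 50% inhibition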
# Target sequence (P43351 whole entry, looked up): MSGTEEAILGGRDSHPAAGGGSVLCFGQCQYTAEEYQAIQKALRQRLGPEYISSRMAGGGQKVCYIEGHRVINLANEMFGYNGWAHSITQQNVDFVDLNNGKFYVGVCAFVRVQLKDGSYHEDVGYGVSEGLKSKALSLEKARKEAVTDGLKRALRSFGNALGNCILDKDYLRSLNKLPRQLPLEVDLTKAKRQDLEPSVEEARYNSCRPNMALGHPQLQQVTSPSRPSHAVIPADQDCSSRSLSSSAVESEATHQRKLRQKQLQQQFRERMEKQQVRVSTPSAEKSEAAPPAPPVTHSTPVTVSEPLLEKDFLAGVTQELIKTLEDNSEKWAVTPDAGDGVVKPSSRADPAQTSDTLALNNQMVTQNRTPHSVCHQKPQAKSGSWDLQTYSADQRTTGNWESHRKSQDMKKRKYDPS
# ERAP1 HTS inh: human ERAP1 aminopeptidase inhibitors, primary screen, biochemical, single point, plate reader. AID 652197, 2013. Endoplasmic reticulum aminopeptidase 1 (Homo sapiens), Q9NZ08. inhibition, % at 10.7 µM. recombinant ERAP1, Leu-AMC fluorescence, 60 min. 0.15% of 340,000 active;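 active = mean replicate inhibition of at least 30%, or all replicates individually reaching that 30% level; inactive = mean below 30% and not every replicate reaching it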;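 note: 0% = neutral control wells and 100% = L-leucinethiol positive control wells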
# XiGFP reactiv: activators of inactive X chromosome reactivation, primary screen, imaging, XiGFP fibroblasts, GFP high-content imaging, set 2; XiGFP mouse fibroblasts, % GFP-positive cells imaging, 3 d; cells co-treated with 5-aza-dC sensitizer; scaled so ellipticine positive control = 100%; activation, % at 7.58 µM; 0.055% of 360,000 active; AID 743238, 2013;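 active = mean normalized replicate activation at least 10% and every replicate at or above 10%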;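 note: 0% = median of on-plate neutral control wells and 100% = ellipticine 6 µM median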
#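 System: SV40-immortalized XiGFP fibroblast cells, line 68-5-11 / Incubation: 3-day compound exposure, then 15 min fixation at room temperature / Compound: single concentration per compound, delivered by pin transfer / Buffer or medium: DMEM plus 5-aza-dC sensitizer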
# RAD54 branch: inhibitors of human RAD54 branch migration, primary screen, biochemical, fluorescence, single point. 0.14% of 360,000 active. inhibition, % at 10.4 µM. AID 602329, 2012. DNA repair and recombination protein RAD54-like (Homo sapiens), Q92698. RAD54 Holliday junction branch migration, FAM/BHQ fluorescence;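 active = mean normalized replicate activity at least 40 and at least half of replicates scoring 40 or more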;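 note: 0% = median of neutral control wells and 100% = median of positive control wells; inhibitors cause a drop in the FAM fluorescence signal; in these data hits start at about 50%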
# S100A4 inh HTS: inhibitors of S100A4-myosin IIA peptide binding, primary screen, biochemical, fluorescence polarization, TAMRA-MyoIIA peptide; Protein S100-A4 (Homo sapiens), P26447; inhibition, % at 10.7 µM; 0.14% of 360,000 active;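 active = mean inhibition of at least 70% across replicates, with every replicate also reaching that level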
# Target sequence (P26447 whole entry, looked up): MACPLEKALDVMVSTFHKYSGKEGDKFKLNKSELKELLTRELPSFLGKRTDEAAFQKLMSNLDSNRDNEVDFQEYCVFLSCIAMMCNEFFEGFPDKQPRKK
#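 Material: S100A4 monomer (human). Medium: Calcium-containing HEPES buffer, pH 7.2. Probe or stimulus: labelled myosin peptide probe, 5 nM. Compound dosing: one concentration per compound. Timing: polarization read 5 min after assay mix addition, stable 5–60 min. Benchmarks: DMSO as neutral control, TFP as positive control.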
# ERp5 block: inhibitors of ERp5-driven insulin aggregation, primary screen, biochemical, turbidity, absorbance 650 nm, single point. Protein disulfide-isomerase A6 (Homo sapiens), Q15084. 90 min. inhibition, % at 9.99 µM. 0.05% of 350,000 active. AID 651711, 2012;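 active = mean replicate inhibition above about 25%, with every replicate also reaching it, limit read from the data, passing the limit was not always enough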
# Target sequence (Q15084 whole entry, looked up): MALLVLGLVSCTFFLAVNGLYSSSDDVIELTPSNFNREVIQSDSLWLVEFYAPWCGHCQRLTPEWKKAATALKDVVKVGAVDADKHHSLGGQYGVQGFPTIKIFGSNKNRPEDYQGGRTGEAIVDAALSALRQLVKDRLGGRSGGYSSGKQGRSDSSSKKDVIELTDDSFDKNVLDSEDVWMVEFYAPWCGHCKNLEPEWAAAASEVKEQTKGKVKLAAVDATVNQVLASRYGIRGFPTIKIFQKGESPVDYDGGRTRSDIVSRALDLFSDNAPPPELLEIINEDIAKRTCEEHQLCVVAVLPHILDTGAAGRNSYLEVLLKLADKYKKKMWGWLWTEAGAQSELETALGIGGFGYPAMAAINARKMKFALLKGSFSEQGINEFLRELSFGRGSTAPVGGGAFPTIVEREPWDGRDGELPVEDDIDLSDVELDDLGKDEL
# esBAF inh: Bmi1 luciferase reporter increase in mESCs, primary screen, esBAF inhibitor project, mouse ES cells, Bmi1 luciferase knock-in, single point | 24 h; 100% = twice the neutral-well signal | reporter increase, % at 12.5 µM | 2% of 350,000 active; in the data active = activation above about 40%;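 note: 0% = median of the plate's neutral control wells and 100% = double that signal; a rise in the Bmi1 reporter signal indicates esBAF inhibition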
# Active calls of the source: *; nt = not tested or not shown.
SMILES	E-sel inducer	RAD52 anneal inh	ERAP1 HTS inh	XiGFP reactiv	RAD54 branch	S100A4 inh HTS	ERp5 block	esBAF inh
COc1ccc2oc(C(=O)OCC(=O)NC(C)(C#N)C3CC3)c(C)c2c1 (stereo unspecified)	-0.2	-9.0	2.7	0.3	-18.1	-3.9	-4.0	-2.6
COc1ccc(N2CCN(c3ccc(NC(=O)NN)cc3)CC2)cc1	0.0	2.8	-1.6	0.2	11.8	-1.4	-0.9	-4.2
O=C(c1ccco1)N1CCN(Cc2nnc(-c3ccccc3F)o2)CC1	-0.1	3.5	2.6	0.0	5.5	-2.8	2.0	0.4
COc1ccc(Cl)cc1NC(=O)CNCc1cccs1	0.1	-12.7	-10.3	0.0	11.9	-4.3	-0.2	-2.0
O=C1N(Cc2ccccc2)Cc2ccccc2[C@@H]2OC(c3ccc(OCCCO)cc3)=N[C@]12CCS(=O)(=O)c1ccccc1	nt	-7.5	0.1	nt	-0.3	7.6	0.1	nt
O=C(CN1CCOCC1)N1CCCCN2[C@H](CO)[C@H](c3ccc(/C=C/c4ccccc4)cc3)[C@H]2C1	0.4	31.4	5.7	0.4	-4.8	16.1	-5.3	-4.7
COc1cc(CN2CC3(CCN(S(=O)(=O)c4cccs4)CC3)c3c(n(C)c4cc(OC)ccc34)[C@H]2CO)cc(OC)c1	-0.7	36.4	0.4	0.2	nt	0.2	-6.8	nt
COc1cccc(-c2c(NC(=O)c3ccco3)oc3ccc(Cl)cc3c2=O)c1	0.0	-7.7	-0.2	0.3	-1.8	2.2	-3.3	-1.0
C[C@@H]1CC[C@]2(C(=O)O[C@@H]3O[C@H](CO)[C@@H](O)[C@H](O)[C@H]3O)CC[C@]3(C)C(=CCC4[C@@]5(C)CC[C@H](O[C@@H]6OC[C@H](O)[C@H](O[C@@H]7O[C@H](CO)[C@@H](O)[C@H](O)[C@H]7O)[C@H]6O)C(C)(C)C5CC[C@]43C)C2[C@]1(C)O (stereo partly specified)	-0.1	0.4	-3.0	-0.2	-1.2	-1.1	0.5	1.2
COC(=O)C[C@@H]1CC[C@H]2[C@@H](COc3ccc(NS(=O)(=O)c4ccc(C)cc4)cc3C(=O)N2C)O1	0.1	8.8	-1.8	0.0	4.1	6.8	0.1	0.7
Cc1ccc(S(=O)(=O)N2CC[C@@H]3[C@H]2c2cc(-c4ccccc4F)ccc2N[C@@H]3CO)cc1	-0.5	-5.1	-5.2	-0.1	0.5	1.1	1.3	-3.7
O=C(Cc1ccccc1)N1CC(=O)N2[C@H](CO)[C@H](c3ccc(C#Cc4ccccc4)cc3)[C@@H]2C1	-0.2	-9.3	-0.1	0.0	nt	-4.0	-0.1	nt
CCc1cccc2c(C=C(C#N)C#N)cn(CC(=O)N3CCCCCC3)c12	nt	-1.8	0.2	nt	-3.5	-0.3	0.5	-4.7
O=C(NCc1ccco1)c1cnc2ccccn2c1=O	-0.1	-5.3	-0.9	0.3	7.9	1.5	5.2	-4.4
Cn1c(CN2CCCC2)nc2cc(NC(=O)Nc3ccccc3)ccc21	nt	-0.3	6.5	nt	8.2	-19.2	1.3	19.1
CCOC(=O)C1CCN(C(=S)NC2CC3C=CC2C3)CC1 (stereo unspecified)	-2.5	-7.9	-2.0	0.1	3.7	2.1	-6.7	nt
COc1ccccc1/C=C\C=N\NC(=O)CCn1nnc2ccccc21	nt	15.1	-2.5	0.1	nt	2.8	0.6	nt
C[C@@H]1CCCCO[C@@H](CN(C)C(=O)c2ccccc2)[C@@H](C)CN([C@@H](C)CO)C(=O)c2cc(N(C)C)ccc2O1	0.1	-5.6	2.0	0.0	-5.8	2.5	1.1	-0.4
Cc1nn2c(SCC(=O)c3cccs3)cc(C(C)(C)C)nc2c1-c1ccccc1	-1.6	-3.6	7.1	-0.1	nt	1.0	0.1	nt
CC(C)N1CCc2c(sc(NC(=O)C3CCCCC3)c2C(N)=O)C1	-0.3	12.0	-4.0	-0.2	19.7	-2.3	1.3	2.0
CCOc1ccc(-n2c(=S)sc3c(=O)[nH]c(SCC(=O)NCC4CCCO4)nc32)cc1 (stereo unspecified)	nt	-7.2	0.3	0.1	-12.1	-2.7	-3.9	nt
CC(C)C#Cc1cnc2c(c1)C(=O)N([C@@H](C)CO)C[C@@H](C)[C@H](CN(C)C(=O)Nc1ccccc1)O2	-0.2	8.0	-0.5	-0.2	11.8	2.3	-1.0	2.9
Cc1[nH]n(-c2ccc(Br)cc2)c(=O)c1/C=N/NC(=O)c1ccccc1	0.1	-11.6	0.5	0.1	8.7	-3.6	3.9	-43.2
COc1ccc(CCNS(=O)(=O)c2ccc(-n3cnnn3)c(OC)c2)cc1OC	nt	-5.9	1.0	0.0	-8.3	-1.1	-6.1	-8.6
COCCNC(=O)C1(C)CCCN(CCC(=O)c2ccc(Br)cc2)C1 (stereo unspecified)	-0.4	6.0	4.8	0.4	-2.9	-3.3	-2.2	-2.6
Cc1cccc(Cn2c(N(C)CCO)nc3c2c(=O)[nH]c(=O)n3C)c1	0.0	-12.6	nt	0.4	-7.1	-0.2	1.3	2.0
CN1C2CCC1CC(NC(=O)CSc1ccc(C(C)(C)C)cc1)C2 (stereo unspecified)	-0.5	6.6	1.8	-0.1	nt	-1.0	2.7	nt
COc1ccc(CCNC(=O)COC(=O)c2cc(S(=O)(=O)NCc3ccccc3)ccc2O)cc1OC	4.9	-9.2	nt	3.6	nt	-8.1	1.2	1.8
Cc1cc(NC(=O)Cc2cc(F)cc(F)c2)no1	0.1	-13.1	-3.2	0.5	-2.5	-0.1	2.1	-0.3
Cc1ccc(C2c3c(-c4ccccc4)n[nH]c3C(=O)N2c2ccccc2)cc1 (stereo unspecified)	-0.2	26.1	0.9	0.7	nt	31.4	-4.4	nt
CN1CCC(OC(=O)COc2ccc(Cl)cc2Cl)CC1	-0.3	-0.6	-0.5	0.4	3.1	-5.2	-2.1	nt
COc1ccc(NC(=O)N(C)C[C@@H]2Oc3c(NC(=O)c4ccncc4)cccc3C(=O)N([C@@H](C)CO)C[C@@H]2C)cc1	0.0	1.6	0.4	-0.6	6.6	-4.1	-2.7	10.7
COCC(=O)N1C[C@H]2[C@@H](c3ccccc31)[C@@H](CO)N2C(=O)Nc1ccccc1Cl	0.9	-5.4	2.6	0.1	-5.9	-1.0	4.0	-6.6
Cc1cccc(NC(=O)c2ncn3c2C(=O)NC[C@@H]3C)c1	0.0	-10.3	-0.2	0.3	-1.0	0.7	2.9	-0.8
Cn1c(-c2ccccc2)c(C#Cc2ccc(N)cc2)c2ccccc21	-0.2	-13.7	1.0	0.2	2.5	-3.9	6.3	10.1
c1ccc(Sc2ccccn2)cc1	0.0	-14.2	4.4	0.3	-4.1	6.6	1.2	nt
COC(=O)c1c(N)sc2c1CC(C)(C)OC2	0.0	-8.3	5.2	0.1	1.8	0.4	1.1	-0.2
CCNC(=O)C[C@H]1CC[C@@H]2[C@@H](COc3ccc(NC(=O)Nc4ccccc4C)cc3C(=O)N2C)O1	0.0	11.7	2.0	0.1	-0.6	-1.1	-4.2	-3.9
CC(=NNC(=S)Nc1ccccc1)c1ccccn1	0.1	-0.4	1.1	4.4	nt	-0.7	-5.8	nt
N#Cc1ccc(OCC(=O)NCCN2CCOCC2)cc1	-0.2	-7.8	0.8	0.0	6.0	-1.0	-0.1	-4.5
CC(C)(C)c1ccc(OC2=CS(=O)(=O)c3ccccc32)cc1	nt	-2.2	7.8	nt	7.4	1.4	-2.4	nt
C[C@H]1CCCCO[C@H](CN(C)C(=O)Nc2cccc3ccccc23)[C@@H](C)CN([C@@H](C)CO)C(=O)c2cc(NS(=O)(=O)c3ccccc3)ccc2O1	nt	-2.9	-0.2	0.0	-19.6	30.3	-0.7	-6.5
CO[C@H]1CN(C)C(=O)c2cc(NC(=O)C3CC3)ccc2OC[C@@H](C)N(CCc2ccccc2)C[C@H]1C	-0.1	nt	nt	0.3	-5.3	nt	nt	3.4
CCOc1ccc(-n2c(SCC(=O)N3CCC(C(=O)O)CC3)nc3ccccc3c2=O)cc1	nt	-15.8	-0.1	0.1	1.3	-2.3	2.5	-5.2
O=C(Nc1ccc2c(c1)OCO2)C1CC(=O)N(c2ccccc2)C1 (stereo unspecified)	nt	1.1	-0.4	nt	2.0	-16.8	4.4	-2.4
Cc1occc1C(=O)N/N=C/C=C/c1ccc(N(C)C)cc1	-0.4	-9.5	-3.0	2.5	-8.0	-7.1	-1.0	61.5*
CO[C@H]1CN(C)C(=O)c2ccc(NC(C)=O)cc2OC[C@H](C)NC[C@H]1C	0.2	0.1	0.0	-0.1	1.0	5.6	1.4	-0.6
COc1ccc(CN(CC2CCC(C(=O)O)CC2)C(=S)Nc2cccc(C)c2)cc1 (stereo unspecified)	nt	8.8	-0.1	0.0	nt	1.1	4.5	nt
CCOC(=O)C1(C)CCCN1C(=O)c1cncc(Br)c1 (stereo unspecified)	-0.1	-7.6	0.0	0.3	1.1	7.7	-3.5	-2.1
CCC(=O)c1ccc(OCC(=O)NC2(C#N)CCCCC2)cc1	nt	-13.7	-5.0	-0.1	nt	-0.1	0.8	nt
COC(=O)CNS(=O)(=O)c1ccc(Cc2ccc(S(=O)(=O)NCC(=O)OC)cc2)cc1	nt	-6.1	-0.5	nt	-9.1	-1.8	1.8	nt
O=C(Nc1ccc(O)cc1)c1ccc2c(c1)C(=O)N(Cc1cccnc1)C2=O	-0.3	-7.4	3.2	0.2	-8.5	3.4	2.8	nt
CCCCN(C(=O)c1cccs1)c1c(N)n(Cc2ccccc2)c(=O)[nH]c1=O	-0.3	3.8	-0.7	0.1	3.5	-5.5	-1.4	1.9
COCCN(C(=O)CSc1nnc(Nc2ccc(C)cc2)s1)c1c(N)n(CC(C)C)c(=O)[nH]c1=O	1.0	-8.0	4.2	0.0	nt	3.9	-4.1	nt
C[C@H](CO)N1C[C@H](C)[C@@H](CN(C)Cc2ccc3c(c2)OCCO3)OCc2cn(nn2)CCCC1=O	0.0	13.4	0.4	0.0	4.7	0.5	-1.4	1.4
Cc1ccc(OCC(=O)N/N=C/c2ccc3c(c2)OCO3)cc1C	nt	-0.4	-1.2	0.0	nt	-14.5	1.8	nt
COc1cccc(C(=O)NCC(=O)N/N=C/c2cccnc2)c1	-0.1	-2.6	0.9	0.0	-15.7	-4.5	-1.0	-8.0
CC(=O)Nc1ccc(C(=O)NN2C(=O)NC3(CCCCC3)C2=O)cc1	-2.1	-4.9	0.7	0.1	-2.7	-2.0	2.2	-3.0
